NTR1 agonist: NTR1-driven beta-arrestin-GFP spot formation – imaging, U2OS cells, high content, primary screen (AID 493036); P30989; agonist mode; activation, % at 20 µM; 330,000 tested, 0.17% active;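 active = activation at or above 40% of the spot to cytoplasm intensity ratio, with at least 20 cells analyzed; inconclusive = wells under 20 cells, flagged as cytotoxic or low count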;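 also: 0% = DMSO without peptide and 100% = 100 nM NTR1 peptide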
Target sequence (P30989 whole entry, looked up): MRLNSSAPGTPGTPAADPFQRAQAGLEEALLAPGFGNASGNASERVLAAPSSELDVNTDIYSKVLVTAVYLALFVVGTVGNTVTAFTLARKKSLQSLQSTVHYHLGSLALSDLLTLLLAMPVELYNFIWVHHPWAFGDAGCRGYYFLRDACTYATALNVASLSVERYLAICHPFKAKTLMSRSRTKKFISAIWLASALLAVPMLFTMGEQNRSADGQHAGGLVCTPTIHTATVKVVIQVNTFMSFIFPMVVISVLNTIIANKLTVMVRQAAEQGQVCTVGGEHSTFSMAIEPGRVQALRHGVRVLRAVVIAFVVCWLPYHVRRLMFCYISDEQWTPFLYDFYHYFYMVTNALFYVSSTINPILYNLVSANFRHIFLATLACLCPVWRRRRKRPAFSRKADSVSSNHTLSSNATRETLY
Rac1 GTP hydrolysis: MgcRacGAP GTPase-activating activity inhibitors, confirmation, biochemical, ADP Hunter fluorescence. inhibition, % at 30 µM, or IC50 in µM where a hit was titrated. MgcRacGAP-stimulated Rac1 GTP hydrolysis, ADP Hunter fluorescence; higher % means a stronger effect; GST-tagged Rac1 F28L mutant substrate. AID 624330. 340,000 tested, 0.6% active;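 active = first-screen hits whose inhibition reached a set limit at any dose in the follow-up dose series; inconclusive = inhibition above the set first-screen limit but never retested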;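 also: fluorescence reports GDP produced by GAP-driven GTP hydrolysis; strong numbers were not always called active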
UTI89 phage lysis: protection from phage-mediated lysis, alamar blue read-out – E. coli UTI89, K1F phage, bacterial capsule biogenesis inhibitors (AID 488966) | one-dose inhibition, % at 100 µM; IC50 in µM for titrated hits | 340,000 tested, 0.02% active | E. coli UTI89 K1F phage lysis, alamar blue, 2 h; higher % means a stronger effect;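 active = phage lysis inhibition, versus mean bacterial control, above a set limit; inconclusive = no clear call, values can overlap the other calls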;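 also: capsule biogenesis inhibitors block K1F phage lysis so surviving cells raise fluorescence; higher fluorescence means more inhibition of phage lysis; actives were called in the ten point dose series up to 300 µM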
TNAP activators: human TNAP enzyme activators, primary screen, biochemical, luminescent, no phosphate acceptor, uHTS (AID 1001) | purified TNAP, luminescent activation assay, no phosphate acceptor; higher activation fold means a stronger effect | activation fold at 20 µM, or EC50 in µM where a hit was titrated | 200,000 tested, 0.03% active; in the data active = activation fold from about 3, or a potency from the dose series; inactive = the rest, 99 in 100 with activation fold below about 1.6; also: many of its hits are not listed in these tables
RSV antiviral HEp-2: inhibition of RSV-induced cytopathic effect – HEp-2 cells, primary 10 µM value included (AID 2391). one-dose CPE inhibition, % at 10 µM; IC50 in µM for titrated hits. 310,000 tested, 0.13% active. HEp-2 cells, RSV-induced CPE inhibition; higher % means a stronger effect; in the data active = a potency from the dose series; inconclusive = CPE inhibition mostly from about 23% at the one dose, without a potency; inactive = the rest, 99 in 100 with CPE inhibition below about 21%; also: strong numbers were not always called active
Salmonella PhoP GFP: inhibitors of PhoP regulon expression, primary screen, Salmonella Typhimurium, GFP reporter (AID 1863). inhibition, % at 50 µM, or IC50 in µM where a hit was titrated. S. Typhimurium PhoP-regulated promoter GFP reporter, 4 h; higher % means a stronger effect. 300,000 tested, 0.16% active;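 active = inhibition over 29.93%, a cutoff 3 SD above the screen mean, later confirmed by dose response; inconclusive = inhibition over 29.93% but no dose response follow-up; inactive = inhibition at most 29.93% or unconfirmed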;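 also: 0% = low Mg2+ inducing control and 100% = high Mg2+ repressing control; strong numbers were not always called active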
T cell modulator: T cell immune modulators affecting CD8 T cell-vesicle binding; calls only at 7 µM; 330,000 tested, 0.068% active; AID 2052; 2C CD8+ T cell-vesicle binding, flow cytometry; hits give low values;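 active = response, share of CD8 T cells binding vesicles, and their 90th percentile fluorescence all below set limits, cut at about 80% in these data, passing the limit was not always enough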
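System: murine 2C transgenic CD8+ T lymphocytes; also added: QL9-loaded Drosophila micro-vesicles; times: binding 1.5 h at 37 °C; measured by: flow cytometry, PE anti-B7-1 (FL2) versus Alexa647 anti-CD8 (FL8), PFA-fixed; control set: Peptide-free naked vesicles (low) and QL9 vesicles with 0.7% DMSO vehicle (high)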
Large T inhibition: SV40 large T antigen inhibitors, biochemical (AID 1903) | SV40 large T antigen ATPase/helicase inhibition assay; higher % means a stronger effect | inhibition, % at 20 µM, or IC50 in µM where a hit was titrated | 310,000 tested, 0.39% active; in the data active = a potency from the dose series; inconclusive = inhibition mostly from about 32% at the one dose, without a potency; inactive = the rest, 99 in 100 with inhibition below about 32%; also: strong numbers were not always called active
Myeloid diff 2: promotes myeloid progenitor differentiation; ER-HoxA9 myeloid progenitors, lysozyme-GFP differentiation, flow cytometry; 360,000 tested, 1% active; AID 624256; calls only at 10 µM;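 active = normalized GFP-positive differentiation at or above the plate's own cutoff, the solvent-only control mean plus 3 SD; inconclusive = no clear call, values can overlap the other calls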;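 also: cells exposed to compound for four days before flow analysis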
T cell modulator vesicle-bound %: further read-out of T cell modulator, marked with its call; double positive events, %; measured here: CD8+ vesicle-bound cell fraction;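 binding gate set so that unloaded-vesicle control wells show 10% double positive cells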
NTR1 agonist cell count 20 µM: also measured in NTR1 agonist; calls as there; cell count; measured here: cell count, cytotoxicity flag
Myeloid diff 2 GFP+ MAC1+ %: recorded beside Myeloid diff 2, whose call it bears; GFP+ MAC1+ double positive, %; measured here: differentiation confirmed by MAC1 staining
* = called active by the depositor; i = inactive; u = inconclusive; x = not tested or not shown; [ ] = dose if it differs, or a comment.

molecule	NTR1 agonist	NTR1 agonist cell count 20 µM	Rac1 GTP hydrolysis	UTI89 phage lysis	TNAP activators	RSV antiviral HEp-2	Salmonella PhoP GFP	T cell modulator	T cell modulator vesicle-bound %	Large T inhibition	Myeloid diff 2	Myeloid diff 2 GFP+ MAC1+ %
CCCCOc1ccc(-c2nc(SCC(N)=O)n[nH]2)cc1	-0.1	73	6%	1.0%	0.8	2.6%	-1%	i	30	3%	i	1.1
CC(=O)OC(COc1ccccc1)Cn1cnc2cc(C)c(C)cc21 (stereo not given)	1.9	46	4%	14%	1	5.4%	-4%	i	21	9%	i	0.2
CC1CC(C)(C)OC(C[N+]2(C)CCCCC2)O1 (stereo not given)	-0.8	35	7%	0.0%	x	0.8%	-2%	i	24	13%	i	0.2
CCOc1ccc(OCC)c(NC(=O)CN2CCN(c3cccc(C)c3)C(C)C2)c1 (stereo not given)	3.6	54	3%	2.3%	1.1	2.7%	3%	i	26	15%	u	x
Cc1nc2ccc(NC(=O)C3=NN(C)C(=O)CC3)cc2s1	-2.0	63	7%	0.3%[50 µM]	x	x	x	i	52	x	i	0.9
CCOC(=O)CNC(=O)c1ccc(OCC(F)(F)F)cc1	-1.4	94	9%	0.3%	1	1.2%	1%	i	61	4%	i	0.4
COC(=O)[C@H](Cc1ccccc1)[C@@H](C)OS(N)(=O)=O	-0.3	58	13%	1.1%	x	-0.7%	2%	i	16	-1%	i	2.1
COc1ccc(C2CC(=O)Oc3c2c(=O)n(C)c2ccccc32)c(OC)c1OC (stereo not given)	-0.9	29	-3%	-2.0%	1	2.8%	4%	i	17	-2%	i	0.1
COc1ccccc1NC(NC(=O)c1ccccn1)C(Cl)(Cl)Cl (stereo not given)	1.8	63	4%	1.5%	1.1	2.4%	-5%	i	32	-4%	i	0.3
CCC(=O)N(Cc1cc2ccccc2[nH]c1=O)C(C)C	3.8	37	8%	0.9%	1	1.4%	-3%	i	34	7%	i	0.4
COc1ccc(C2=NS(=O)(=O)N(C)C(C(=O)NCc3cccs3)=C2)cc1OC	-0.4	96	2%	4.8%	x	2.4%	x	i	25	8%	i	2.3
COc1ccc(NC(=S)/N=C(\N)Nc2nc(C)c3ccc(C)cc3n2)cc1	3.0	66	18%	0.6%	1.1	4.1%	-8%	i	25	1%	i	0.9
O=C(CN1C(=O)NC(c2ccccc2)(c2ccccc2)C1=O)N1CCN(c2ccccc2F)CC1	0.3	55	2%	0.8%[50 µM]	x	6.4%	x	i	38	x	i	0.5
COc1ccc(CC(=O)NCCc2ccc(S(N)(=O)=O)cc2)cc1	1.0	84	1%	1.4%	1	-0.6%	5%	i	48	4%	i	0.9
NC(=S)N/N=C/c1ccc(-c2ccc(Cl)c(Cl)c2)o1	13	40	14%	0.1%	0.9	5.9%	-6%	i	49	8%	i	0.8
O=C(CC(C(=O)N1CCc2ccccc21)n1ccnc1)NCC1CCCO1 (stereo not given)	-0.3	62	9%	0.0%	1	1.9%	-7%	i	37	3%	i	0.4
O=C(C(Cc1ccccc1)NS(=O)(=O)c1cccc2cccnc12)N1CCc2ccccc21 (stereo not given)	7.4	51	2%	1.5%	1	11%	11%	i	42	2%	i	1.9
COc1ccc(C(C)=O)cc1COC(=O)CNC(=O)c1ccc(F)cc1	-1.2	55	6%	1.7%[50 µM]	1	1.6%	-19%	i	7	5%	i	1.7
Cc1cccc(C(C)(C)C)c1OCCN1CCCC1	-0.8	61	18%	-0.1%	1.1	3.3%	16%	i	36	5%	i	0.4
CC(=O)Nc1ccc(S(=O)(=O)NCc2nc(-c3ccccc3)no2)cc1	-1.6	64	6%	0.3%	x	1.6%	-2%	i	48	11%	i	5.8
O=C(Nc1ccc2c(c1)OCO2)Oc1ccccc1	3.0	76	16%	4.3%	1.1	0.0%	-1%	i	43	11%	i	8.2
C=CCn1c(NC(=O)c2ccc(Br)o2)c(S(=O)(=O)c2ccccc2)c2nc3ccccc3nc21	0.8	61	16%	-0.1%	1.1	3.7%	-18%	i	43	14%	i	8.4
CCOC(=O)c1c(C)n(C)c2c1cc(OC(C)=O)c1ccccc12	2.7	59	11%	0.3%	x	1.8%	2%	i	64	7%	i	0.5
O=C(COC(=O)CCC(=O)c1cccs1)Nc1cccc(S(=O)(=O)N2CCOCC2)c1	0.4	51	3%	-0.1%	1.1	2.2%	12%	i	22	5%	i	1.1
CCOc1ccc(C2=CSC3=NCCN23)cc1	0.9	67	13%	0.4%	x	1.0%	-1%	i	58	12%	i	0.4
CC(C)(C)n1nnnc1C(c1cccs1)N(Cc1cccnc1)Cc1ccco1 (stereo not given)	0.7	84	4%	-0.2%	1	1.1%	6%	i	33	6%	i	0.2
NC(=O)Nc1ccc(C(=O)OCC(=O)Nc2cccc(S(=O)(=O)NC3=NCCCCC3)c2)cc1	0.2	55	-1%	0.8%	x	-0.3%	-2%	i	21	17%	i	0.4
Cc1ccc(Cl)cc1N1CCN(C(=O)CN2C(=O)c3cccc4cccc2c34)CC1	2.0	76	8%	1.3%	1.1	2.8%	7%	i	50	6%	i	0.5
O=C(CSc1nncs1)NC(=O)NCc1ccco1	2.0	33	5%	-0.2%	1	0.3%	5%	i	49	-24%	i	0.6
COCCNC(=O)C(c1cccs1)N(C(=O)Cn1nnc2ccccc21)c1cccc(C(C)=O)c1 (stereo not given)	0.2	69	-1%	1.1%	1.1	0.4%	9%	i	31	2%	i	0.8
COc1ccc(-c2[nH]ncc2[C@@H]2C[C@H]3CN(Cc4ccccc4C)C(=O)[C@]34CCCN24)cc1	2.8	99	2%	-0.4%	1.1	16%	10%	i	60	34%	i	0.4
CC(=O)c1cnc2scnn2c1=O	1.3	35	-1%	-0.3%	1.1	1.2%	-8%	i	54	11%	i	0.2
Cc1cc(-c2ccc(C)c(S(=O)(=O)N3CCN(C(=O)c4ccco4)CC3)c2)on1	1.4	75	8%	0.4%	x	0.9%	0%	i	58	11%	i	5.4
CCc1nc(SCC(=O)NCc2ccccc2)c2c(=O)n(C)c(=O)n(C)c2n1	2.2	63	5%	0.0%	1	1.1%	-7%	i	21	0%	i	2.6
Cc1cc(N2CCN(S(=O)(=O)c3ccc(Cl)cc3)CC2)c2ccccc2n1	21	49	3%	0.5%	1	0.3%	3%	i	26	-6%	i	1.1
S=C1NC2=C(CCC/C2=C\c2ccccc2)C(c2ccccc2)N1 (stereo not given)	0.2	42	23%	3.9%	0.9	12%	-2%	i	33	24%	i	0.5
CC(C)c1ccc(NC(=S)N2CCN(S(=O)(=O)c3ccccc3)CC2)cc1	4.2	74	6%	0.2%	x	1.1%	3%	i	60	2%	i	0.7
CCOC(=O)c1cnc2c(OC)cccc2c1Oc1ccccc1	5.0	85	7%	0.0%	x	1.7%	-1%	i	60	25%	i	0.5
CN(C)Cc1ccccc1Sc1ccc(O)cc1O	0.3	44	u	1.3%[50 µM]	1.1	8.8%	5%	i	54	u	i	0.5
CC(NC(=S)Nc1ccc(OC(F)F)cc1)c1ccc(F)cc1 (stereo not given)	3.5	40	6%	0.0%	1.1	11%	-4%	i	26	7%	i	0.4
CN(CC(=O)Nc1ccccc1F)S(=O)(=O)c1ccc2c(c1)n(C)c(=O)c(=O)n2C	0.0	52	-3%	0.1%	x	1.4%	x	i	28	27%	i	0.5
CC(=O)N1CCc2cc(N=NC3=C(O)CCCC3=O)ccc21	2.9	52	8%	0.3%	0.9	0.1%	0%	i	53	5%	i	0.5
Cn1c(CSc2ncccn2)nnc1SCC(=O)N1CCCCCC1	3.4	39	5%	-0.5%	1.2	1.6%	7%	i	32	1%	i	0.5
COc1ccc(C(=O)COC(=O)C(O)c2ccccc2)c(OC)c1 (stereo not given)	0.0	68	2%	1.2%[50 µM]	x	x	x	i	13	x	i	0.4
Cc1cc(=O)n(CC(C)O)c(O)c1C#N (stereo not given)	-1.2	54	14%	0.1%	1.1	-0.8%	1%	i	52	-77%	i	1.2
COc1ccc(CN(C)S(=O)(=O)c2nnc(NC(=O)c3cccc(F)c3)s2)cc1	3.1	80	6%	-0.1%	x	10%	-17%	i	2	7%	i	0.5
CC(=O)Nc1ccc(NC(=O)CSc2nccn2Cc2ccco2)cc1	-1.0	57	15%	0.1%	x	11%	-2%	i	14	31%	i	1.2
CCCOc1ccc(C(=O)NCCC(=O)NCCCC(=O)O)cc1	0.5	51	8%	0.3%	x	0.6%	8%	i	37	3%	i	0.2
COc1ccc(C(=O)c2coc3c2C(=O)C(=O)c2ccccc2-3)cc1	6.3	57	14%	0.4%	x	2.1%	-7%	i	20	38%	i	0.1
COCc1nc(-c2ccc(-c3ccccc3)nc2OC)no1	-0.6	83	3%	0.6%	1	11%	-8%	i	9	7%	i	0.2
CCCCn1c(N)c(N(Cc2ccccc2OC)C(=O)C(C)Oc2ccc(F)cc2)c(=O)[nH]c1=O (stereo not given)	-0.2	69	6%	1.4%[50 µM]	x	-2.1%	-2%	i	56	16%	i	0.6
O=C(CCn1nnc2ccccc2c1=O)N[C@@H](Cc1ccccc1)C(=O)O	3.3	101	7%	0.1%	0.9	2.0%	-5%	i	22	12%	i	0.4
COc1ccc(N2C(=O)CC(N3CCCC4CCCCC43)C2=O)cc1 (stereo not given)	-1.0	42	8%	-0.3%	1.1	-1.4%	-3%	i	25	3%	i	0.8

Full records, looked up by structure. Values in the order: NTR1 agonist	NTR1 agonist cell count 20 µM	Rac1 GTP hydrolysis	UTI89 phage lysis	TNAP activators	RSV antiviral HEp-2	Salmonella PhoP GFP	T cell modulator	T cell modulator vesicle-bound %	Large T inhibition	Myeloid diff 2	Myeloid diff 2 GFP+ MAC1+ %
Cc1cc(-c2ccc(C)c(S(=O)(=O)N3CCN(C(=O)c4ccco4)CC3)c2)on1 in the list: 1.4	75	8%	0.4%	x	0.9%	0%	i	58	11%	i	5.4
O=C(Nc1ccc2c(c1)OCO2)Oc1ccccc1 in the list: 3.0	76	16%	4.3%	1.1	0.0%	-1%	i	43	11%	i	8.2
